14-3-3 Bad PPI: inhibitors of 14-3-3 zeta/Bad binding, primary screen, biochemical, TR-FRET, bovine 14-3-3 zeta. TR-FRET 14-3-3zeta/Dy647-pBad peptide displacement, 1 h. inhibition, % at 21.7 µM. hit rate 0.71% among 220,000. AID 781, 2007;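 active = inhibition above about 70%, limit read from the data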;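 note: 0% = full 14-3-3 plus peptide FRET controls and 100% = background without 14-3-3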
MDM2 E3 inh: MDM2-luciferase reporter signal enhancers, primary screen, MDM2 E3 ligase inhibitor project, cell-based, luminescence, 1536-well. E3 ubiquitin-protein ligase Mdm2 (Homo sapiens), Q00987. cell-based MDM2 ubiquitination luciferase reporter, 2 h; 0 = plate control, 100 = twice control, blank-subtracted. signal enhancement, % at 5 µM. hit rate 0.11% among 210,000. AID 1230, 2008;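 active = signal enhancement of 30% or more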;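 note: luminescence tracks abundance of the self-degrading MDM2-luciferase fusion protein; higher signal means inhibition of MDM2 E3 ligase activity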
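Timing – 2 h compound exposure at 37 °C · Assay system – mammalian cells stably expressing self-ubiquitinating, self-degrading MDM2 E3–luciferase fusion · Amount – 2000 cells seeded into each well · Measure – % luminescence enhancement versus blank-corrected plate control mean · Measured by – SteadyLite luminescence, 15 min reagent step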
Runt-CBFb FRET: inhibitors of RUNX1 Runt–CBFb binding, primary screen, biochemical, FRET, Cerulean-Runt, Venus-CBFb, uHTS | inhibition, % at 20 µM | AID 1496, 2009 | hit rate 0.46% among 220,000 | Cerulean-Runt/Venus-CBFb FRET ratio 530/480, 1 h;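 active = inhibition over about 50% at 20 µM in the single-dose screen, limit read from the data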;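 note: 0% = DMSO wells and 100% = excess unlabeled CBFb competitor control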
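Doses: 20 µM compound in 1% DMSO | Material: Cerulean-labeled Runt domain protein | Amount: Each fluorescent fusion protein 100 nM | Schedule: Two 1 h room-temperature incubations shielded from light | Measured by: FRET fluorescence | Evaluation: Loss of energy transfer signal | Controls: Unlabeled CBFb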
zVAD death inh: inhibitors of zVAD-triggered necroptosis, primary screen, L929 cells | AID 1377, 2008 | L929 zVAD necroptosis rescue, ATP luminescence, 24 h; with zVAD 60 µM | hit rate 0.38% among 220,000 | viability rescue, % at 10 µM;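 active = activation, scaled between plate controls, above about 75%, limit read from the data; inactive = activation under that limit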;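 note: 0% = zVAD with DMSO and 100% = DMSO alone without zVAD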
Runt-SMMHC FRET: inhibitors of RUNX1 Runt–CBFb-SMMHC binding, primary screen, biochemical, FRET, Cerulean-Runt, Venus-CBFb-SMMHC, uHTS; Runt-related transcription factor 1 (Homo sapiens) + Core-binding factor subunit beta …; Cerulean-Runt/Venus-CBFb-SMMHC FRET ratio 530/480, 1 h; inhibition, % at 20 µM; hit rate 0.74% among 220,000; AID 1434, 2008;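 active = mean inhibition across duplicate retests at 20 µM reaching about 50%, limit read from the data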;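 note: 0% = DMSO wells and 100% = wells with excess untagged CBFb-SMMHC; inhibitors lower the FRET ratio by blocking Runt binding to CBFb-SMMHC; some results filed as inactive read as strong as hits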
p47phox inh: p47phox/p22phox peptide binding inhibitors, primary screen, biochemical, uHTS, NADPH oxidase regulatory subunit; hit rate 0.53% among 220,000; Neutrophil cytosol factor 1 (Homo sapiens), P14598; fluorescence polarization, 2 h; inhibition, % at 24.7 µM; AID 1274, 2008;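 active = inhibition above about 30%, limit read from the data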;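 note: 0% = p47phox with labelled peptide and 100% = labelled peptide alone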
Target sequence (P14598 whole entry, looked up): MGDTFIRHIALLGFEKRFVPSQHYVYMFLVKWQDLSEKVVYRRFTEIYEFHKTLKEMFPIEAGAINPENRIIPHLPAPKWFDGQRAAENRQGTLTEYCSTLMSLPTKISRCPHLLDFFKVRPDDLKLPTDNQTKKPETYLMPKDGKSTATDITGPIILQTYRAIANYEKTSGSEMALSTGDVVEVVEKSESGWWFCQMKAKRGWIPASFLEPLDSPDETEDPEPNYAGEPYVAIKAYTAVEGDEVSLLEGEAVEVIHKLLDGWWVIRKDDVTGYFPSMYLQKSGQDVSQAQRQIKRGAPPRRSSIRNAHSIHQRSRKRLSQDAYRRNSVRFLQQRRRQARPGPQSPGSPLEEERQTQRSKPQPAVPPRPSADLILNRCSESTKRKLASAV
Hck Nef HTS: inhibitors of Nef-activated human Hck kinase, primary screen, biochemical, Z-Lyte FRET, 384-well, Hck-YEEI. Recombinant Hck-YEEI plus Nef, Z-Lyte FRET kinase assay. hit rate 0.68% among 220,000. inhibition, % at 20 µM. Tyrosine-protein kinase HCK (Homo sapiens), P08631;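 active = Hck-Nef kinase inhibition above about 50%, limit read from the data; inactive = inhibition below that limit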;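 note: 0% = DMSO with Hck plus Nef and 100% = Hck alone without Nef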
Target sequence (P08631 whole entry, looked up): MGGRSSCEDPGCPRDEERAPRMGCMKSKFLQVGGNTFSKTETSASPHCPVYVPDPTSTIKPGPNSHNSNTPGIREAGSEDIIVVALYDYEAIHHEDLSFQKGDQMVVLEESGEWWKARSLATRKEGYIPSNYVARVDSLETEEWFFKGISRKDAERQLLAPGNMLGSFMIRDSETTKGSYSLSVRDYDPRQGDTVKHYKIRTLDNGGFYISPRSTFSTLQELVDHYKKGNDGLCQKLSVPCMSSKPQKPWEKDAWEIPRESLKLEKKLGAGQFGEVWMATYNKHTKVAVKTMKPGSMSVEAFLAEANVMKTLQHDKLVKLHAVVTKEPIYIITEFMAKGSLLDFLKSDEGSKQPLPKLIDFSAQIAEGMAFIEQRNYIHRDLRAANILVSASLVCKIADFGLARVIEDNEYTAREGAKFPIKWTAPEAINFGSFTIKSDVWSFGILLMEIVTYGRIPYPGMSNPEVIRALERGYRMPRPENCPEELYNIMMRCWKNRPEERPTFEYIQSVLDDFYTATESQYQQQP
TbHK1 inh: Trypanosoma brucei hexokinase 1 inhibitors, primary screen, biochemical, G6PDH-coupled NADH absorbance, MLSCN library. hit rate 0.11% among 220,000. inhibition, % at 10 µM. recombinant TbHK1, G6PDH-coupled NADH A340. AID 1430, 2008;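 active = inhibition of 50% or more in the single-dose primary screen; inactive = inhibition below 50%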
EBV gp42 inh: Epstein-Barr virus gp42 inhibitors, primary screen, biochemical, uHTS, fluorescence polarization. hit rate 0.42% among 220,000. inhibition, % (tested at 21.74 µM). Fluorescence polarization binding assay, mP read-out. Glycoprotein 42 (Epstein-Barr virus (strain AG876)), Q1HVG2; in the data active = inhibition above about 50%
* marks the source's active call; other numbers are inactive results; . = no result given; [ ] = another dose, or the depositor's remark. An unsorted share of the library, and some 3.2% of all compounds hit somewhere here.

SMILES	14-3-3 Bad PPI	MDM2 E3 inh	Runt-CBFb FRET	zVAD death inh	Runt-SMMHC FRET	p47phox inh	Hck Nef HTS	TbHK1 inh	EBV gp42 inh
C#CCOCCOCCOCCNc1nc(N2CCN(C(=O)[C@H](CCC(=O)O)n3cc(C(N)[C@H](C)CC)nn3)CC2)nc(N2CCN(C(=O)[C@H](Cc3ccc(O)cc3)n3cc(C(N)[C@H](C)CC)nn3)CC2)n1 (some centres not stated)	25.8	.	0.3	0.4	0.0	.	7.6	-9.9	-2.6
Clc1ccc(NCn2cncn2)nc1	5.8	0.7	0.9	-0.2	-4.5	-4.8	3.0	5.0	-33.9
CCOC(=O)C1(Cc2cccc(Cl)c2)CCCN(C(=O)c2ccc(C)nc2)C1 (configuration not stated)	-0.7	-13.6	-1.3	-0.4	0.3	-0.8	-5.1	-8.0	-11.7
Cc1cccc(C(=O)NNC(=O)CCC(=O)Nc2cccc(Cl)c2C)c1	3.1	0.9	11.5	0.6	2.2	-4.8	-2.1	-1.5	-11.2
COCc1ccc(CN2CCCC(CO)(Cc3cccc(OC)c3)C2)o1 (configuration not stated)	1.0	-0.5	-0.2	-0.4	3.1	-15.2	-3.5	-11.2	-0.1
O=C(c1cnn2c(C(F)F)cc(-c3ccccc3)nc12)N1CCCc2ccccc21	3.2	-5.9	0.0	-0.2	-1.1	1.5	4.2	3.6	5.3
CCOC(=O)c1cc(-c2ccc(OC)cc2)n(CCC(=O)NCCN2CCC(C)CC2)c1C	12.3	-0.1	-1.6	-0.5	2.8	-0.6	10.1	10.9	-17.2
Cc1nn(Cc2cccc(F)c2)c(C)c1NC(=O)c1c(Cl)cnn1C	4.4	8.8	-1.2	0.5	0.1	-9.2	9.8	-2.3	-8.1
CCc1ccccc1Nc1nc(N)nc(COC(=O)c2cccn2C)n1	-1.5[fluorescence artefact?]	-35.2	-2.2	1.0	2.4	-7.1	-0.7	4.0	-5.8
CCCCN1CNC(=S)N(c2cc(C)ccc2C)C1	-5.9	-31.0	1.6	-1.3	1.6	-4.5	-15.1	-4.0	-6.2
COc1cc(/C=C/C(=O)O)cc(S(=O)(=O)Nc2cc(Cl)c(Cl)cc2Cl)c1OC	-5.5	-11.6	-0.5	0.3	-1.6	-12.6	26.7	-1.1	-7.8
CCOC(=O)c1csc(NC(=O)CSc2nnnn2-c2ccc(OCC)cc2)n1	-3.9	-28.1	-2.7	0.0	-0.2	-22.5	-1.1	-7.5	-4.5

The final 4 compounds of the section before lead into the next.
SMILES	14-3-3 Bad PPI	MDM2 E3 inh	Runt-CBFb FRET	zVAD death inh	Runt-SMMHC FRET	p47phox inh	Hck Nef HTS	TbHK1 inh	EBV gp42 inh
CCc1ccccc1Nc1nc(N)nc(COC(=O)c2cccn2C)n1	-1.5[fluorescence artefact?]	-35.2	-2.2	1.0	2.4	-7.1	-0.7	4.0	-5.8
CCCCN1CNC(=S)N(c2cc(C)ccc2C)C1	-5.9	-31.0	1.6	-1.3	1.6	-4.5	-15.1	-4.0	-6.2
COc1cc(/C=C/C(=O)O)cc(S(=O)(=O)Nc2cc(Cl)c(Cl)cc2Cl)c1OC	-5.5	-11.6	-0.5	0.3	-1.6	-12.6	26.7	-1.1	-7.8
CCOC(=O)c1csc(NC(=O)CSc2nnnn2-c2ccc(OCC)cc2)n1	-3.9	-28.1	-2.7	0.0	-0.2	-22.5	-1.1	-7.5	-4.5
COCc1cc(C)nc(SCC(=O)Nc2cccc(C)c2)c1C#N	-1.4	0.6	-0.8	-0.3	-8.5	-7.3	0.1	6.5	-4.9
Nc1nnc(SCC(=O)OCC(=O)c2ccccc2)s1	-2.9	-1.8	7.8	0.9	-0.7	-23.1	17.2	1.9	-16.2
CCCCCN(C(=O)NC(=O)Nc1ccccc1C)S(C)(=O)=O	-2.6	-1.8	-0.9	2.2	0.1	-5.5	1.7	4.8	-19.3
C[C@@H](C(=O)Nc1ccc2ccccc2c1)[C@H]1C[C@]1(C)[C@H](NC(=O)c1cccnc1)c1ccccc1	6.8	.	-3.0	0.8	1.3	-5.0	-2.2	-2.5	-3.8
O=C(COC(=O)c1ccc[nH]c1=O)NCC1CCCO1 (configuration not stated)	13.0	-2.4	-0.1	-0.8	-4.2	-4.9	7.1	0.7	-25.1
COc1ccc(N2CC(C(=O)Nc3nnc(SCC(=O)NC(C)(C)C)s3)CC2=O)cc1 (configuration not stated)	2.0	-18.3	-1.2	15.6	5.0	-2.6	24.7	-0.5	-19.8
COc1cc(OC)cc(C(=O)N[C@H](C(=O)NC23CC4CC(CC(C4)C2)C3)C(C)C)c1	5.8[fluorescence artefact?]	.	-0.7	0.7	-2.8	-5.3	5.1	2.8	1.1
CCCCOc1nc2c(c(=O)n(C)c(=O)n2C)n1C	-10.0	-5.5	-0.7	0.4	-2.0	0.7	3.2	-13.4	3.0
Cc1nn(C)cc1CNC(=O)/C=C/c1cnn(C)c1	3.1	8.0	-1.8	0.8	-3.6	-12.9	-0.4	0.1	-12.3
CCC(CC)NC(=O)COC(=O)c1cccc(C)c1O	0.6	-4.5	-0.1	-0.4	1.4	-7.8	4.9	-0.8	-14.1
O=C1CCCC2=C1C(c1ccccc1)C1C(=O)c3ccccc3C1=N2 (configuration not stated)	-28.7[fluorescence artefact?]	7.1	0.0	-0.5	7.0	-5.9	-3.9	30.3	5.0
CC1CN(c2nnc(NC(=O)c3ccccc3)s2)CC(C)O1 (configuration not stated)	-1.7	2.5	2.2	2.6	-2.7	-1.7	13.9	-15.9	2.5
COc1cccc(C(=O)N2CCN(S(C)(=O)=O)CC2)c1	-0.8	-16.2	-2.6	0.4	-0.1	-9.8	0.4	0.4	-8.8
COc1ccc(S(=O)(=O)N2CCC(c3cc(-c4cccc5ccccc45)n[nH]3)CC2)cc1	3.5	-7.0	-2.1	0.7	-9.6	-11.0	0.7	-7.4	-10.0
CC(C)=CC(=O)NCCc1ccccc1	3.6	-36.5	1.4	-1.1	0.4	-12.8	-5.5	5.0	-10.6
CC(=O)NC(C)C12CC3CC(CC(CC(=O)O)(C3)C1)C2 (configuration not stated)	4.1	-19.0	-1.1	-0.2	-6.9	-7.8	-0.1	-1.8	-11.5
O=C(CCN1C(=O)C2C3C=CC(C3)C2C1=O)Nc1ccc(F)cc1 (configuration not stated)	-4.4	2.8	2.3	1.0	7.7	-12.3	1.5	-1.9	-23.1
CC(=O)c1nnn(-c2c(F)cccc2F)c1C	-2.8	-4.5	-1.8	-0.3	0.2	-6.0	5.8	-9.0	-3.3
OCCCCc1nccc2c1[nH]c1ccccc12	4.6	.	3.1	0.6	-0.9	-2.7	14.8	-9.7	-15.2
CCOC(=O)c1c(C)nc2c(c(SC)nn2-c2ccccc2)c1N	4.3	-25.0	-3.1	0.2	-8.4	-13.2	-1.4	-2.1	-8.6
Cc1ccc(S(=O)(=O)NCCC(=O)NCc2ccc3c(c2)OCO3)cc1C	9.1[fluorescence artefact?]	-8.4	1.5	0.5	25.2	-5.4	0.9	3.1	-16.1
Cn1cnc2c(=O)[nH]cc([N+](=O)[O-])c21	-4.1	-11.4	1.4	2.6	2.7	-0.5	19.8	-12.0	-1.6
CCCCSc1nc2[nH]ncc2c(=O)[nH]1	-4.9[fluorescence artefact?]	-7.0	0.0	1.3	2.5	7.8	4.4	-8.2	-0.5
Cc1cc(C)cc(NC(=S)/C(=C(\[O-])c2ccc(Cl)s2)[n+]2cccc(C)c2)c1	-20.1	-11.4	8.9	-1.9	1.4	-3.0	20.1	-6.7	5.5
Cc1ccc(NC=C(S(=O)(=O)c2ccccc2)S(=O)(=O)c2ccccc2)cc1	12.3[fluorescence artefact?]	-6.1	1.1	1.5	-2.0	-6.2	2.2	-4.9	-21.2
Clc1cccc(Cl)c1-c1nnc2cccc(Cl)n12	-3.6[fluorescence artefact?]	.	-3.0	-0.5	-0.5	-19.2	3.0	3.8	-12.4
Cc1cc2c(OCC(O)CNC(C)(C)C)cccc2[nH]1 (configuration not stated)	-6.5	-33.6	-0.8	-0.3	-8.1	-10.1	-21.1	5.8	-26.4
C#CCNC(=O)C1=C[C@@H](C2CC2)C[C@@H](OCCCCO)O1	7.7	12.2	3.3	-0.3	2.2	0.6	27.4	-5.7	-10.9
S=C(Nc1ccc(N2CCOCC2)cc1)Nc1ccc2snnc2c1	-23.2	-14.0	33.7	0.9	29.5	-2.2	34.1	-8.8	-4.2
CCC(C)(C)n1nnnc1C(c1cc(OC)c(OC)c(OC)c1)N1CCN(c2ccccc2)CC1 (configuration not stated)	-12.6	-9.4	-0.2	-0.5	-0.2	-5.5	0.1	-3.6	-19.3
COc1cc2c(cc1OC)C(C(=O)Nc1cccc(C)n1)C(c1cccnc1)N(C)C2=O (configuration not stated)	22.6	-1.7	-0.4	-0.1	1.8	-2.9	0.2	-1.0	-7.3
COc1ccc(NC(=O)Cc2coc3cc(C)ccc23)cn1	-2.8	-5.4	-1.4	1.0	-3.6	-9.6	-4.2	-1.7	-4.5
CCOc1ccc(C(=O)NC(Cc2ccccc2)C(=O)OC)cc1 (configuration not stated)	-0.5	-15.1	0.3	0.6	-3.1	-13.0	0.9	0.0	-11.0
COc1cc(OC)cc(C2C(C#N)=C(N)Oc3n[nH]c(-c4cccnc4)c32)c1 (configuration not stated)	7.7	-21.8	-0.1	-0.1	5.6	-10.4	0.9	-4.9	-14.6
Cc1cc(C)nc(NC2=NCC(=O)N2c2ccccc2)n1	6.0	-2.8	1.7	0.0	-4.8	2.7	1.9	4.5	-8.7
NS(=O)(=O)c1ccc(NC(=O)COC(=O)c2cnccn2)cc1	0.3	-4.7	-2.2	1.4	-7.7	-1.9	12.7	1.6	35.1
O=C(CCCc1nc2ccccc2s1)NCc1ccc(F)cc1	-2.2	19.1	-0.3	0.6	-0.3	-1.6	2.3	-1.0	-6.2
O=S(=O)(NCc1cccnc1)c1ccc(Br)s1	-3.4	6.7	-0.9	0.3	0.1	0.3	0.3	-6.6	-20.8
S=C(NCCc1ccccc1)NCC(c1ccco1)N1CCCCC1 (configuration not stated)	-12.3	1.1	2.4	-1.6	-1.9	-13.2	4.9	-1.4	-5.0
CCC(CC)C(=O)NCCCN1CCOCC1	-2.7	5.0	1.4	.	1.6	1.8	5.2	2.0	-5.1
O=C(c1ccncc1)c1ccc([N+](=O)[O-])cc1	2.1	-5.0	-0.3	1.7	4.1	-4.3	3.6	-2.0	-2.5
